Compound activity: PubChem, several laboratories
GALR2 antag = antagonists of human galanin receptor 2 (GALR2); O43603; GALR2-expressing cells, antagonist mode; inhibition, % at 4 µM; actives 0.39% (n = 140,000); in the data active = inhibition above about 27%;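 also: cells stimulated with galanin 1-16 at roughly its EC80; 0% = agonist challenge control and 100% = basal control without agonist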
Target sequence (O43603 whole entry, looked up): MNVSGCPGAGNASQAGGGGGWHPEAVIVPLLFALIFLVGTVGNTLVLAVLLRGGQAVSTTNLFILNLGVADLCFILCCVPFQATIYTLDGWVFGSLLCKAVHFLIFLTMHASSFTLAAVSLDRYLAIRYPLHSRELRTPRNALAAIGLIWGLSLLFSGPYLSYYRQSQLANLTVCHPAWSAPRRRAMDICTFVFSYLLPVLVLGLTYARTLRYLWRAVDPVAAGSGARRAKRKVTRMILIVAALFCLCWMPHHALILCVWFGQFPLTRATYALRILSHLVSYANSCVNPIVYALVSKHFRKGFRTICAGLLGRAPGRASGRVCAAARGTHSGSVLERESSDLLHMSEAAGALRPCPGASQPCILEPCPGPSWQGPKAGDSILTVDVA
Phagocytosis inh = macrophage phagocytosis inhibition | J774A.1 macrophage IgG-bead phagocytosis, imaging | inhibition, % at 5 µM | actives 0.07% (n = 110,000);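 active = inhibition above the mean of the plate negative controls plus 5 SD, cut at about 13% in these data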;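 also: phagocytic index as fraction of beads internalized from green versus red external bead signal; plate controls were DMSO negative control for no effect and cytochalasin-D positive control for full effect; some results beyond the cut were filed as inactive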
Yeast growth inh = reduces growth of yeast BB579 in restrictive medium | S. cerevisiae BB579 growth, OD615, 48 h | inhibition, % at 10 µM | actives 0.51% (n = 140,000);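 active = inhibition above a set limit, 3 SD over the mean compound inhibition, cut at about 44% in these data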; also: inactives centre near -24
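Detection: OD615 turbidity measurement; Material: Saccharomyces cerevisiae DeaD strain BB579, replicative lifespan model yeast; Timing: 48 h exposure, 30 °C; Doses: single 10 µM dose; Medium: CSMM-D restrictive synthetic medium containing dextrose (glucose); Controls: amphotericin B at 10 µg/mL as positive control.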
E-sel TNF inh = blocks E-selectin expression induced by TNF alpha; HUVEC TNFa-induced E-selectin immunofluorescence, high content; inhibition, % at 2 µM; actives 0.71% (n = 120,000); AID 1246;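 active = inhibition above the batch mean plus 3 SD, and confirmed as a hit on visual image review, cut at about 43% in these data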;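 also: 0% = TNF-stimulated DMSO wells and 100% = unstimulated control wells; not every result past the cut was called active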
Yeast lifespan up = extends the lifespan of yeast; S. cerevisiae growth with nicotinamide, OD615; deaD strain in restrictive glucose medium; inhibition of the nicotinamide effect, % at 10 µM; actives 0.68% (n = 130,000); AID 775;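 active = inhibition above a set limit, placed 3 SD over the median of all compounds, cut at about 26% in these data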;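 also: 0% = nicotinamide-treated wells and 100% = cells grown without nicotinamide; some compounds called inactive have numbers as strong as hits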
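Assay system: DeaD-strain S. cerevisiae. Medium: CSMM-D glucose medium, restrictive. Reagent: nicotinamide, 1.5 mM, co-present with compound. Compound: 10 µM single point, 0.25% DMSO. Schedule: culture preincubation 4 h, compound exposure 48 h, both 30 °C. Detection: absorbance at 615 nm.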
NPY-Y2 antag = blocks the human neuropeptide Y Y2 receptor. NPY-Y2 expressing cells, antagonist mode. inhibition, % at 2.7 µM. actives 0.99% (n = 140,000); in the data active = inhibition above about 17%;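 also: 0% = vehicle with agonist challenge and 100% = reference antagonist with challenge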
Target sequence (P49146 whole entry, looked up): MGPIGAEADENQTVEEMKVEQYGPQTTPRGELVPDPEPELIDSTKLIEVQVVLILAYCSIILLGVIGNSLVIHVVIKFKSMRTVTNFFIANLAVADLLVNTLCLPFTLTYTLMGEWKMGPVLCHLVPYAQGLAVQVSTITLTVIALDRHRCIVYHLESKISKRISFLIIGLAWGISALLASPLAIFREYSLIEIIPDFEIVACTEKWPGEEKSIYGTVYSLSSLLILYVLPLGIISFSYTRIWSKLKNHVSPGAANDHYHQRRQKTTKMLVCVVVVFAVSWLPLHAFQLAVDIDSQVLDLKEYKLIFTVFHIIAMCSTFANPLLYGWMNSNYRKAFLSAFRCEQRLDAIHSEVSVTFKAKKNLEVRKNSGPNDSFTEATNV
MRP-1 activ = activates MRP-1. H69AR cells + doxorubicin, viability rescue, CellTiter-Glo. viability increase, % at 10 µM. actives 0.61% (n = 140,000);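 active = viability gain under doxorubicin at or above a set limit, the compound median plus 3 SD, cut at about 4.7% in these data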;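 also: MRP-1 overexpressing cells given doxorubicin 25 µM after compound pretreatment; 18-22 h compound pretreatment then 72 h with doxorubicin before readout; 0% = doxorubicin-only wells and 100% = vehicle-treated cells without doxorubicin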
HCT116 bCat-KO = beta-catenin-lacking colon tumor cell growth suppression; actives 1.5% (n = 140,000); viability, % at 10 µM; AID 818; HCT116 beta-catenin knockout viability, CellTiter-Glo, 60 h; hits give low values;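 active = viability at or under a set limit, the compound median less 4 SD, cut at about 6% in these data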;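 also: 0% = Hyamine 1622 control at 20 µM and 100% = untreated cell control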
Measles CPE = protection of cells from measles virus | Measles virus-infected cells, CPE protection, absorbance | protection (pct of control), % at 4 µM | actives 1.5% (n = 140,000); in the data active = protection mostly above about 24%, no sharp cut-off; inactive = mostly below about 26%; also: some compounds called inactive have numbers as strong as hits
PTEN del growth = growth suppressors of cells with PTEN tumor suppressor deletion. viability, % at 10 µM. HCT116 PTEN-null viability, CellTiter-Glo, 60 h; hits give low values. actives 1.2% (n = 140,000);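 active = viability at or below a set limit, 4 SD under the median of all tested compounds, cut at about 3.7% in these data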;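 also: PTEN knockout HCT116 line with beta catenin targeted HCT116 as companion control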
* marks the source's active call; other numbers are inactive results; . = not tested or not shown.

SMILES	GALR2 antag	Phagocytosis inh	Yeast growth inh	E-sel TNF inh	Yeast lifespan up	NPY-Y2 antag	MRP-1 activ	HCT116 bCat-KO	Measles CPE	PTEN del growth
COc1cc(CN2C(=O)NC(=O)C3(Cc4cc(C)ccc4N(C)C3)C2=O)cc(OC)c1 (stereo not given)	5	-3	-28	-12	-8	5	-1.7	95	7	91
CCc1cc2c(N3CCN(C)CC3)ncnc2s1	1	.	-51	-8	.	3	-3.3	94	4	108
CCc1ccccc1N1C(=O)NC(=O)/C(=C\c2cc(C)n(C)c2C)C1=O	-3	.	-10	-23	0	-2	-0.6	106	19	105
O=C1CC(C(=O)N2CCC3(CC2)OCCO3)CN1CCc1ccccc1 (stereo not given)	0	2	-18	1	-1	1	-1.4	87	19	99
CCC(=O)CC(c1ccccc1)c1c(O)c2ccccc2sc1=O (stereo not given)	8	-4	-19	.	26	0	-0.1	91	11	108
O=C(CN1CCCCC1)c1cccc(Br)c1	8	-4	-32	-1	-2	4	1.3	93	4	99
CCNC(=O)NC(=O)C(C)OC(=O)c1c(C)nn(Cc2ccccc2Cl)c1Cl (stereo not given)	8	-4	-18	-30	3	5	1.1	78	7	89
O=c1c2ccccc2nc(-c2ccccc2)n1-c1cccnc1	-7	-1	7	-9	-9	0	-1.1	88	.	82
CCCCCCn1c(O)c(C=NC2CCCCC2N)c(=O)[nH]c1=O (stereo not given)	-4	-1	-73	.	-4	0	-0.7	86	19	95
CCCn1nc2ccccc2c1P(=O)(N1CCOCC1)N1CCOCC1	3	0	-2	.	-11	0	0.3	100	15	97
CN1CCN(c2ccc(N)cc2)CC1	2	0	-25	-1	-8	1	-1.9	103	6	89
COc1ccc(C)cc1NC(=O)c1c(C)nn(Cc2ccccc2)c1Cl	8	1	-46	-11	-5	21*	4.8*	98	8	98
Cc1cc(C=C2C(=O)N(C)C(=S)N(C)C2=O)c(C)n1C1CCCC1	-5	-1	-5	-17	14	6	0.2	106	21	97
Cc1nn(Cc2ccccc2Cl)c(Cl)c1C(=O)OC(C(=O)NC(N)=O)C(C)C (stereo not given)	5	-3	-28	.	-1	5	-2.0	83	14	84
Clc1ccc(N2CCN(Cc3ccccc3Cl)CC2)cc1	-18	0	-53	1	-4	1	-0.5	85	18	93
O=C(C1c2ccccc2C(=O)N2CCc3ccccc3C12)N1CCC2(CC1)OCCO2 (stereo not given)	2	4	-17	-34	-1	5	-1.6	96	5	96
CSc1ccc(C(=O)C(C)(C)N2CCOCC2)cc1	8	1	-6	0	1	2	0.2	82	12	84
O=C(COc1ccc2ccccc2c1)N1CCN(Cc2ccncc2)CC1	-9	0	-30	5	-12	4	-0.1	93	7	87
CC(C)NS(=O)(=O)c1ccc(OCC(=O)N2CCN(Cc3ccccc3)CC2)c(Cl)c1	14	0	-28	6	-23	2	-0.1	75	34	80
Cc1nc2ccccc2n1C1CCN(Cc2nnnn2CCc2ccccc2)CC1	-5	-1	-32	2	-20	4	-4.1	85	7	75
CCN1CCN(c2nc3ccccc3s2)CC1	4	.	-37	.	-7	3	0.5	91	4	119
O=c1c2ccccc2nc(CN2CCOCC2)n1-c1ccccc1F	-6	8	-55	-4	9	-4	0.1	97	4	102
Cc1cccc(N2C(=O)NC(=O)/C(=C\c3cc(C)n(-c4sc5c(c4C#N)CCCC5)c3C)C2=O)c1C	6	3	-40	.	-2	5	-1.3	83	7	69
C=CCn1c(O)c(C(CC)=NCCc2ccccc2)c(=O)[nH]c1=O	-13	0	-1	1	-22	9	-2.7	84	7	76
COC(=O)C1=Nc2ccccc2/C1=C\c1c(O)n(-c2ccc(Br)cc2)c(=O)[nH]c1=O	10	5	-22	-9	-4	2	-2.8	94	13	86
CCN1c2nc3ccccn3c(=O)c2CC2(C(=O)N(C)C(=O)N(C)C2=O)C1C (stereo not given)	0	.	9	-16	.	1	-0.3	91	2	92
O=c1[nH]c(=O)n(Cc2ccco2)c(O)c1C=NCc1cccs1	3	1	-20	18	-21	2	-0.9	88	10	114
CCCCn1c(C)c(C(=O)OCC)c2c(CN3CCOCC3)c(O)ccc21	2	.	12	13	6	34*	-4.0	65	12	77
CC(C)Cc1[nH]c(=O)c(C#N)c2c1CCC2	2	-1	11	.	-12	4	-2.5	94	9	95
O=C(c1cc([N+](=O)[O-])ccc1N1CCNCC1)N1CCOCC1	1	-6	-44	4	3	0	1.0	83	6	80
Oc1cc2c(cc1CN1CCN(c3ccccc3)CC1)CCC2	0	.	-26	-12	3	9	-2.2	89	22	77
COc1ccc(NC(=O)CN2C3CCC2CC(O)(c2cccnc2)C3)cc1OC (stereo not given)	-7	0	-40	.	-6	1	-0.7	94	17	99
Cc1cccc(N2C(=O)NC(=O)/C(=C\c3cnc(-c4ccccc4)nc3)C2=O)c1	9	2	-27	.	-1	3	-1.2	102	14	105
CCn1c(=O)n(CC(=O)N2CCC3(CC2)OCCO3)c(=O)c2ccccc21	4	-1	40	.	-6	-1	-1.3	99	10	104
CCOP(=S)(NN(Cc1ccccc1)C(=O)c1ccccc1)OCC	0	-5	-3	9	4	5	-0.4	93	25	84
CCCCn1c(O)c(C=NCCCN(CC)CC)c(=O)[nH]c1=O	-5	0	-26	9	-22	0	-1.4	90	9	89
Cc1cccc(N2C(=O)NC(=O)C3(Cc4cc(C)ccc4N(C)C3)C2=O)c1 (stereo not given)	-1	4	-27	4	-7	8	-2.0	90	16	90
CN(C)C(=O)Oc1ccc(C(=O)c2ccccc2)cc1	0	.	-32	15	.	5	-0.8	97	5	92
N=Cc1c(O)n(-c2cccc(Cl)c2)c(=O)[nH]c1=O	-14	-1	-30	25	-6	0	-3.1	94	6	84
Cc1cc(/C=C2\C(=O)NC(=O)N(c3ccc(Cl)cc3)C2=O)c(C)n1-c1sc2c(c1C#N)CCCC2	-9	-7	-8	27	11	-2	-1.6	65	2	74
CC1(C)NCCN2C(=O)CSC21 (stereo not given)	-15	-1	-24	-1	-7	5	0.1	84	1	98
O=C(c1csc2c1CCCCC2)N1CCC2(CC1)OCCO2	-7	-3	-17	.	5	-1	-1.0	94	7	80
O=C(CNC(=O)OCc1ccccc1)NCC(=O)Nc1ccc(Br)cc1C(=O)c1ccccc1	-8	1	-29	.	-3	6	2.3	75	17	75
COc1ccc(S(=O)(=O)NC(CC(=O)N2CCC3(CC2)OCCO3)c2ccco2)cc1 (stereo not given)	-13	1	-63	9	28	0	-0.9	97	5	111
O=[N+]([O-])c1ccc(N2CCCC2)c(F)c1Br	7	-3	8	-3	-2	1	-1.3	89	4	96
COc1cc2c(cc1OC)-c1c(OC)c(OC)c(OC)c3ccnc(c13)C2=O	0	.	-40	.	5	2	-4.8	15	3	8
CCCCCn1c(N)c(C(=O)NCc2cccs2)c2nc3ccccc3nc21	0	0	-17	-22	-23	4	-6.2	27	15	20
CSC1=NP(=S)(SC)N2CCCC2=C1C#N (stereo not given)	3	0	-20	19	0	2	29*	90	23	97
CC(C)n1c(=O)c(C=Nc2cccc([N+](=O)[O-])c2)c(O)n(CCc2ccccc2)c1=O	-9	0	-18	-2	4	4	-4.7	73	7	67
CCCCC/C(=N\O)c1c[nH]c2ccccc12	11	.	-39	-9	-9	-1	-5.7	76	18	62
CCCNC(=O)c1c(N)n(Cc2ccco2)c2nc3ccccc3nc12	-8	0	-18	32	-6	5	-3.2	87	2	78
O=C(c1cccs1)c1cn(Cc2ccccc2Cl)c2ccccc12	-17	-2	-56	-6	-6	19*	-0.1	78	26	75
Cc1cc(/C=C2\C(=O)NC(=O)N(Cc3ccccc3)C2=O)c(C)n1-c1ccc(Cl)c(C(=O)O)c1	4	-1	-26	.	3	0	0.0	98	9	97
O=C(CCCn1c(=O)[nH]c2cc(Cl)ccc2c1=O)N1CCC2(CC1)OCCO2	-9	-4	-16	5	2	4	-1.3	90	11	95
CC(=NCCCN1CCCCC1)c1c(O)n(Cc2ccccc2)c(=O)[nH]c1=O	10	-2	-34	7	-11	0	-1.0	90	8	91
CC12CN3CCN(C1)CC(C)(C3)C2=NO	-3	0	2	.	-18	-3	-1.8	85	31	89
COc1cc(/C=C2\C(=O)NC(=O)N(c3ccccc3)C2=O)cc(OC)c1OC	-11	-2	-20	23	-19	-1	-2.3	91	3	82
CN1CSC(=S)N(C)C1	-5	0	86*	-3	-31	0	-7.8	79	3	78
Cc1ccc(S(=O)(=O)NC(Cc2cnc[nH]2)C(=O)O)cc1 (stereo not given)	-4	-1	-25	.	3	0	-0.4	86	14	95
O=C(C1CCCN(S(=O)(=O)c2cccc3nsnc23)C1)N1CCC2(CC1)OCCO2 (stereo not given)	12	.	-83	-49	-13	4	-1.2	84	13	84
Next results
SMILES	GALR2 antag	Phagocytosis inh	Yeast growth inh	E-sel TNF inh	Yeast lifespan up	NPY-Y2 antag	MRP-1 activ	HCT116 bCat-KO	Measles CPE	PTEN del growth
C=CCn1c(O)c(C(C)=Nc2ccc(N(CC)CC)cc2)c(=O)[nH]c1=O	-1	-1	-43	1	-12	3	-1.7	36	6	28
O=c1c2ccccc2[se]n1-c1ccccc1	7	.	-43	.	9	2	-3.9	39	7	49
CC1CCC(NCC(O)c2ccccc2)CC1 (stereo not given)	-3	1	-7	-3	-2	2	-2.0	96	6	96
COC(=O)C(O)(c1ccc(NC(=S)NC(=O)c2ccc(Cl)cc2Cl)c(C)c1)C(F)(F)F (stereo not given)	-18	.	23	-7	0	1	-3.2	97	3	89
COC(=O)c1c(N)n(Cc2ccc(OC)cc2)c2nc3ccccc3nc12	6	0	-22	-10	-11	4	-1.5	82	5	75
COc1ccc(CC(=O)Nc2ccc3c(C(F)(F)F)cc(=O)oc3c2)cc1OC	6	-8	23	.	-6	-1	-0.3	99	36	101
CN(C)[C@@H]1C(=O)C(C(N)=O)=C(O)[C@@]2(O)C(=O)C3=C(O)c4c(O)ccc(Cl)c4[C@@](C)(O)C3C[C@@H]12 (stereo not given in full)	-8	.	-36	.	4	2	-1.7	76	50	76
O=C(Cn1ncc2c3ccccc3n(Cc3cccc(Cl)c3)c2c1=O)N1CCC2(CC1)OCCO2	14	0	-14	.	-4	2	-2.3	82	4	80
CN(C)C(=O)OCc1n(C)cc[n+]1C	3	8	-35	.	3	2	0.5	91	14	92
c1ccc2c(CCNC3=NCCC3)c[nH]c2c1	5	2	-67	8	-2	1	-0.2	100	10	96

Molecules shown so far containing two or more sulfur atoms:
SMILES	GALR2 antag	Phagocytosis inh	Yeast growth inh	E-sel TNF inh	Yeast lifespan up	NPY-Y2 antag	MRP-1 activ	HCT116 bCat-KO	Measles CPE	PTEN del growth
CSC1=NP(=S)(SC)N2CCCC2=C1C#N (stereo not given)	3	0	-20	19	0	2	29*	90	23	97
CN1CSC(=S)N(C)C1	-5	0	86*	-3	-31	0	-7.8	79	3	78
O=C(C1CCCN(S(=O)(=O)c2cccc3nsnc23)C1)N1CCC2(CC1)OCCO2 (stereo not given)	12	.	-83	-49	-13	4	-1.2	84	13	84

Not all compounds are listed; count on the stated rates, not on these rows.
